# TcdB inh: TcdB glycohydrolase inhibitors, primary screen, biochemical, single point, plate reader | Toxin B (Clostridioides difficile), P18177 | TcdB glycohydrolase enzymatic assay | inhibition, % at 9.99 µM | actives 0.24% (n = 350,000) | AID 652162, 2013; in the data active = inhibition above about 10%
# PriA SSB inh: inhibitors of Klebsiella pneumoniae PriA binding to SSB C-terminal tail, primary screen, biochemical, AlphaScreen | PriA–SSB C-terminal tail interaction (Klebsiella pneumoniae) | AlphaScreen SSBct-PriA binding, biotinylated peptide | inhibition, % at 33 µM | actives 0.6% (n = 430,000) | AID 1272365, 2023; in the data active = inhibition mostly above about 37%, no sharp cut-off; inactive = mostly below about 20%;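 note: plate controls were negative control peptide for no effect and reference peptide for full effect; strong numbers were not always called active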
# SARS 3CLpro inh: SARS-CoV 3CLpro protease inhibitors, primary screen, biochemical, quenched FRET; AID 1706, 2009; actives 0.14% (n = 290,000); recombinant SARS-CoV 3CLpro, quenched FRET peptide cleavage; inhibition, % at 6 µM; Replicase polyprotein 1ab (Severe acute respiratory syndrome coronavirus), P0C6X7; in the data active = inhibition above about 12%
# PrPC surface inh: inhibitors of human cell surface prion protein PrPC, primary screen, cell-based, TR-FRET; actives 0.43% (n = 370,000); inhibition, % at 13.8 µM; TR-FRET read-out; Major prion protein (Homo sapiens), P04156; in the data active = inhibition above about 24%; note: 0% = median of the test wells and 100% = reference compound wells
# BH1578 lux ind: inducers of Vibrio cholerae quorum light production without autoinducers, primary screen, BH1578 luxS cqsA deficient, single point; V. cholerae BH1578 lux reporter, luminescence, 6 h; activation, % at 18.7 µM; actives 0.16% (n = 350,000); AID 588436, 2011; in the data active = activation mostly above about 9.7%, no sharp cut-off; inconclusive = no clear call, values can overlap the other calls; inactive = mostly below about 3.7%; note: not every result past the cut was called active; inactives centre near 0; reference of the scale not given here
# Yp Topo-I inh: Yersinia pestis topoisomerase I inhibitors, primary screen, biochemical, cleavage product accumulation, plate reader, single point; activity, % at 10 µM; actives 0.064% (n = 360,000); DNA topoisomerase I (Yersinia pestis CO92); Y. pestis Topo-I cleavage product accumulation; in the data active = activity above about 50%, passing the limit was not always enough; inconclusive = no clear call, values can overlap the other calls; note: inactives centre near 2
# Anthrax LF inh2: Bacillus anthracis LF protease inhibitors, primary screen, biochemical, multiplex microsphere, MLPCN library; Lethal factor (Bacillus anthracis), P15917; actives 0.12% (n = 360,000); multiplex microsphere protease cleavage assay; AID 588501, 2011; inhibition, % at 10 µM; note: plate controls were buffer without enzyme for full effect and enzyme alone for no effect
# Target sequence (P15917 whole entry, looked up): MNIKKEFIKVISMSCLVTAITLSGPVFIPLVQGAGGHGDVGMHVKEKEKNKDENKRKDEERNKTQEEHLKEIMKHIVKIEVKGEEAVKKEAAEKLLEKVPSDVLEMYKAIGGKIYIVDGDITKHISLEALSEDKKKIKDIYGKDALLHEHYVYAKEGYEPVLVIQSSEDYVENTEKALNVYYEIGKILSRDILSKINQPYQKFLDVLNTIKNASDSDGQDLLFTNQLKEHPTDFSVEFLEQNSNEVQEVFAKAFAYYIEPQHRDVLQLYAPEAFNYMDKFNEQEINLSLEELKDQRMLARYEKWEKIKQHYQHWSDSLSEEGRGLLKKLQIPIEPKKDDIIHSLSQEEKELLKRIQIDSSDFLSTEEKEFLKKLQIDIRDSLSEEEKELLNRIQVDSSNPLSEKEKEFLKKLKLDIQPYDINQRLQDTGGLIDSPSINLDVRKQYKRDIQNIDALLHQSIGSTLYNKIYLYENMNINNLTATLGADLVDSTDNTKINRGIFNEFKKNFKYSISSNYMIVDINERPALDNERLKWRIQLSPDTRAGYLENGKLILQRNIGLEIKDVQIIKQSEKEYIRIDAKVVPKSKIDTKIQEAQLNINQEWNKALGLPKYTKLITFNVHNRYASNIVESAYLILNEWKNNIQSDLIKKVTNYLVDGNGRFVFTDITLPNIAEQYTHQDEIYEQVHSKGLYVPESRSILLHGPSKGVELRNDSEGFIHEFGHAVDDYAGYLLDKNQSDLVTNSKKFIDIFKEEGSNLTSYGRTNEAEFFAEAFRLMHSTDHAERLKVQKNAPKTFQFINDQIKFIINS
# PfHsp40 yeast: rescue of yeast from PfHsp40 toxicity, primary screen, S. cerevisiae, ATP luminescence | growth rescue, % at 12.5 µM | S. cerevisiae expressing PfHsp40, growth rescue | actives 0.68% (n = 340,000); in the data active = growth rescue above about 28%, passing the limit was not always enough; inconclusive = no clear call, values can overlap the other calls;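 note: yeast W303a lacking pdr1 and pdr3 grown in galactose medium; growth measured after three days at 30 °C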
# BoNT A protease: BoNT/A light chain protease inhibitors, primary screen, biochemical, flow cytometry, MLPCN library | Botulinum neurotoxin type A light chain protease (Clostridium botulinum A str. ATCC 3502) | multiplex microsphere protease substrate cleavage | inhibition, % at 10 µM | actives 0.17% (n = 360,000); note: plate controls were buffer without enzyme for full effect and enzyme alone for no effect
# Numbers without * were called inactive; i = inactive; u = inconclusive; x = not tested or not shown. Cut-off read from the data, not from the text of the source, unless noted: active = inhibition above about 30%; inconclusive = no clear call, values can overlap the other calls; inactive = below that.
SMILES,TcdB inh,PriA SSB inh,SARS 3CLpro inh,PrPC surface inh,BH1578 lux ind,Yp Topo-I inh,Anthrax LF inh2,PfHsp40 yeast,BoNT A protease
Cc1nc2c(C)cccc2c2c1CCS2,1.0,-1.2,-2.4,4.7,i,-0.1,x,-1.2,x
COc1ccc(CNS(=O)(=O)c2ccc(-c3cc(C)no3)cc2)cc1,0.8,-3.4,0.4,8.3,i,-9.8,3.1,-1.4,-3.0
CCOc1cc2[nH]c(=O)n(CCCCCC(=O)NC3CCCC3)c(=O)c2cc1OCC,0.1,-14.3,2.1,6.7,-0.5,7.2,-2.2,0.4,-2.1
COc1ccc(C(=O)N(C)CC2CCN(CCc3cccc(C(F)(F)F)c3)CC2)cc1C,1.3,-3.5,-5.8,-2.5,1.3,25.7,-4.9,-1.3,-2.9
Cc1cccc(C(CC(=O)N2CCCCC2)c2ccccc2)c1O (stereo unspecified),0.2,-0.5,3.6,0.8,-0.6,14.2,-19.7,1.4,-7.1
O=C(Nc1cc(S(=O)(=O)N2CCOCC2)ccc1OCC(F)(F)F)c1ccc(N2CCCC2=O)cc1,0.6,-2.3,x,4.7,1.5,-1.0,-1.7,0.4,-5.4
COc1ccc(NC(=O)COC(=O)[C@@H]2CCCN2C(=O)c2cccs2)cc1,x,-2.7,2.5,-1.4,x,11.2,6.9,-0.4,1.5
COc1ccc(-c2nnn(-c3ccc(Cl)cc3Cl)c2N)cc1,-0.1,6.7,1.9,4.2,-0.8,2.0,-12.0,-0.6,-1.2
COc1ccc(CCN(C)c2ccc(S(=O)(=O)N3CCCC3)cn2)cc1OC,-0.9,4.1,4.7,0.7,2.7,18.3,-6.0,1.8,-0.8
CC(=N/O)/C(=N\O)c1ccc(C)o1,x,x,-3.2,-1.4,-0.2,7.6,-4.2,242.2*,-1.1
CC(NCc1ccc2c(c1)OCO2)c1ccccc1 (stereo unspecified),0.2,-11.1,-3.3,12.8,i,6.4,-9.4,0.0,1.0
COc1ccc(NC(C)=O)c2nc(C)c(C)nc12,x,-0.5,-1.3,-8.1,-0.3,-9.5,-6.5,0.4,-0.3
O=c1c([N+](=O)[O-])c(N2CCOCC2)c2ccccc2n1Cc1ccccc1,1.0,9.6,3.0,-1.0,-0.4,-5.6,-9.6,0.2,-0.7
COc1ccc(NC(=O)c2cc3c(Cl)nc4ccccc4c3s2)c(OC)c1,0.5,-0.5,2.2,6.8,-0.1,-6.3,-1.7,1.4,0.5
CCC(C)n1cnc2c(c1=O)c1nc3ccccc3nc1n2Cc1ccccc1OC (stereo unspecified),x,0.1,-1.1,-1.6,-0.2,18.6,3.2,0.6,3.2
CCOC(=O)c1cnc2c(-c3ccccc3)cnn2c1C,0.1,-11.8,4.4,2.0,0.6,2.1,-0.3,0.7,-0.1
COc1cc(/C(C)=N\NC(N)=S)cc(OC)c1OC,0.7,x,0.4,6.4,-0.5,-0.2,1.9,-0.2,1.5
COCC1CCCCN1C(=O)c1cc(COc2ccc(C)c(C)c2)on1 (stereo unspecified),1.3,x,x,3.0,i,22.1,-8.8,x,-0.9
CC1(C(=O)O)CCCN1C(=O)c1ccco1 (stereo unspecified),-0.2,x,x,4.2,5.0,5.8,-0.5,x,-0.1
O=C(Cc1ccccc1)NC(NNc1ccccc1)(C(F)(F)F)C(F)(F)F,x,-1.2,-0.1,1.1,5.0,7.3,1.9,0.3,0.4
CCOc1ncccc1C(=O)Nc1cc(S(=O)(=O)N2CCOCC2)ccc1OCC(F)(F)F,0.1,9.4,x,-4.5,3.2,4.2,-3.1,0.5,-0.5
O=C(NCC1CCCO1)C12CN(Cc3ccccc3)CC1C(c1cccc([N+](=O)[O-])c1)=NO2 (stereo unspecified),0.0,10.0,2.5,-11.6,i,-0.5,-0.4,0.2,-0.5
O=[N+]([O-])c1cccc(C2NCC(c3ccccc3Cl)c3c2[nH]c2ccccc32)c1 (stereo unspecified),2.9,7.5,2.1,-7.8,i,1.9,-2.2,5.7,0.6
CCOc1ccc(C2=C(C=Nc3c(C)n(C)n(-c4ccccc4)c3=O)C(c3ccc(F)cc3)c3ccccc3O2)cc1 (stereo unspecified),x,1.2,4.7,x,0.9,12.6,-4.0,0.8,0.2
COc1cc(/C=N/NC(=O)C(=O)NCc2ccco2)ccc1O,x,x,-4.7,0.0,-1.5,-4.0,-6.5,-0.4,-1.4

# Limited to Yp Topo-I inh, for 2 of the compounds above:
Compound	Yp Topo-I inh
CCOC(=O)c1cnc2c(-c3ccccc3)cnn2c1C	2.1
COc1cc(/C(C)=N\NC(N)=S)cc(OC)c1OC	-0.2

# Next compounds.
SMILES,TcdB inh,PriA SSB inh,SARS 3CLpro inh,PrPC surface inh,BH1578 lux ind,Yp Topo-I inh,Anthrax LF inh2,PfHsp40 yeast,BoNT A protease
CCOc1cc(N2CCOCC2)c(OCC)cc1NS(=O)(=O)c1ccc2c(c1)CC(=O)N2,-6.0,x,x,-0.4,-0.8,2.0,-7.4,x,-0.3
Cc1ccc(CN(C(=O)COc2ccc(Br)cc2)C2CCS(=O)(=O)C2)o1 (stereo unspecified),0.2,-5.3,2.2,-3.2,i,32.4,0.0,-0.1,-1.4
CCOC(=O)c1ccc(NC(=O)CCc2c(C)nc3ncnn3c2C)cc1,x,-9.8,-5.4,-4.4,-0.4,-1.5,u,-0.5,-0.8
O=C(CSc1nc2ccccc2n1CCc1ccccc1)N1CCOCC1,-0.4,-1.0,2.7,-3.6,-0.3,-2.0,-0.5,-0.2,1.4
CN(Cc1ccccc1)C(=O)COC(=O)CN1C(=O)c2ccccc2C1=O,0.6,-8.3,x,6.1,-0.8,5.7,-5.3,0.0,-0.6
O=C1CC(=C(c2ccccc2)c2ccccc2)C(=O)N1CCCCN1CCN(c2cccc(Cl)c2)CC1,x,33.0,0.9,-4.4,-0.5,23.8,-1.3,0.1,-0.4
CCCCN(C(=O)C1=COCCO1)c1c(N)n(Cc2ccccc2)c(=O)[nH]c1=O,-0.1,-6.1,x,9.1,i,0.5,5.1,-0.2,-1.7
COc1ccc(C(=O)N2CCC(O)(c3ccc(Cl)cc3)CC2)cc1OC,0.1,-3.6,2.7,-5.4,-0.9,10.3,9.1,0.2,-2.3
CC(C)(C)OC(=O)C1=C(CO)CS[C@@H]2[C@H](NC(=O)Cc3ccccc3)C(=O)N12,0.2,-11.0,x,-9.3,0.4,4.0,1.1,-0.7,-0.1
Fc1ccccc1CSc1nnc(-c2cnccn2)n1Cc1ccco1,1.7,-8.2,0.1,-5.3,-1.0,11.5,-3.7,-0.4,0.8
Cc1nn(CC(O)Cn2cnc3c2c(=O)n(C)c(=O)n3C)c(C)c1Br (stereo unspecified),x,11.0,0.1,-2.1,i,-4.4,-0.5,-0.8,1.2
O=C(Nc1ccccc1C(=O)NCCCn1ccnc1)c1ccccc1,0.7,4.4,-2.1,x,0.0,-8.1,-0.9,0.7,-1.3
Cc1ccc(CNC(=O)C2CCCN2C(=O)NCc2ccccc2)cc1 (stereo unspecified),x,-19.2,3.0,-6.5,-0.4,-5.1,0.1,0.4,0.0
Cc1ccc(C(=O)N2CCCCC2)cc1S(=O)(=O)N1CCCC1,-0.2,-8.3,-2.4,-1.1,i,5.4,6.3,0.7,1.8
CCOC(=O)c1c(C)[nH]c(C)c1C(=O)COC(=O)C1CCCN1S(=O)(=O)c1ccccc1F (stereo unspecified),4.3,-4.0,2.3,-6.2,i,6.9,-4.6,-0.4,0.4
COc1cc(OC)cc(C(=O)NCc2nc(-c3ccccc3)no2)c1,-0.4,-11.4,2.9,1.4,-4.8,10.4,-0.7,0.8,-0.7
O=C(Nc1ccc(Br)cn1)c1cccc2c1-c1ccccc1C2=O,0.7,-8.4,-2.2,-1.1,0.2,-4.1,-4.5,0.4,1.0
NC(=O)COC(=O)c1ccccc1SCC(=O)NC1CCCCCC1,-2.8,-7.7,3.4,6.2,-0.2,0.9,-0.2,-0.2,-0.4
COc1cc2cc(C(N)=O)c(N)nc2cc1OC,x,-4.6,-1.2,-3.0,i,-13.1,-2.2,-0.4,1.8
O=C(N1CCc2[nH]c3ccccc3c2C1)C(F)(F)F,-1.4,5.1,-6.2,-2.8,-0.6,1.7,-18.7,-1.5,0.5
Cc1ccc2c(C)c(C(=O)NCc3ccc(S(N)(=O)=O)cc3)oc2c1,1.0,0.9,0.2,13.6,-0.4,7.8,-4.6,-1.3,0.1
C[C@]12CCC(=O)C[C@@H]1CC[C@@H]1[C@@H]2CC[C@]2(C)[C@@H](O)CC[C@@H]12,1.5,1.8,x,4.8,-0.3,3.4,-5.8,-0.5,-0.9
CCOC1OC(=O)C(Cl)=C1Nc1ccc(C)cc1 (stereo unspecified),1.4,-10.4,-3.9,-0.9,-0.4,-10.8,2.4,1.7,0.9
CN(Cc1nc(-c2cnccn2)no1)CC1(c2ccccc2)CC1(C)C (stereo unspecified),1.1,-18.1,6.0,9.9,-0.5,4.4,-2.2,1.7,1.2
Cc1ccc(S(=O)(=O)N2CCN(C(=O)CCc3c[nH]c4ccccc34)CC2)c(C)c1,0.1,-13.2,x,-2.2,i,28.5,-9.6,0.6,-2.4
SMILES,TcdB inh,PriA SSB inh,SARS 3CLpro inh,PrPC surface inh,BH1578 lux ind,Yp Topo-I inh,Anthrax LF inh2,PfHsp40 yeast,BoNT A protease
CCn1c(SCC(=O)Nc2oc(C)c3c(C)n[nH]c(=O)c23)nc2sc(C)c(C)c2c1=O,x,-12.1,x,x,i,5.7,1.3,0.6,-3.2
O=C(CCC(=O)N1CCOCC1)NCCc1ccc(Cl)cc1Cl,-1.1,-9.8,-0.7,-1.8,i,5.9,6.4,-0.7,4.2
c1ccc(COc2cccc(CN3CCCCC3)c2)cc1,0.6,0.6,0.6,-2.9,i,-0.7,-3.7,0.2,-1.0
CC(=O)NC(CC(=O)O)c1ccc(F)cc1 (stereo unspecified),2.2,-4.3,0.7,-6.6,-0.6,0.7,-1.7,-0.4,-1.0
N#Cc1c(N)n(-c2ccc(O)cc2)c2nc3ccccc3nc12,0.1,-11.3,-5.7,-45.6,i,3.0,-5.0,-0.9,1.0
Cc1cc(C#N)c(SCC(N)=O)nc1-c1ccc(F)cc1,7.2,2.0,1.0,-2.4,-0.5,12.5,0.9,-0.9,0.7
COc1ccc(-n2ncc3c(=O)n(CC(=O)N4CCCc5ccccc54)cnc32)cc1,x,-18.5,3.2,-4.6,i,13.5,-4.7,-0.3,-1.0
CC(CN1CCOCC1)OC(=O)c1ccc(Br)cc1 (stereo unspecified),x,1.4,-2.5,-4.8,i,5.2,-3.9,0.6,-0.3

# Entries of single compounds, quoted from the list. Screens in order: TcdB inh | PriA SSB inh | SARS 3CLpro inh | PrPC surface inh | BH1578 lux ind | Yp Topo-I inh | Anthrax LF inh2 | PfHsp40 yeast | BoNT A protease
# COc1ccc(-n2ncc3c(=O)n(CC(=O)N4CCCc5ccccc54)cnc32)cc1 across the screens: x | -18.5 | 3.2 | -4.6 | i | 13.5 | -4.7 | -0.3 | -1.0
# CCn1c(SCC(=O)Nc2oc(C)c3c(C)n[nH]c(=O)c23)nc2sc(C)c(C)c2c1=O across the screens: x | -12.1 | x | x | i | 5.7 | 1.3 | 0.6 | -3.2
# O=C(CCC(=O)N1CCOCC1)NCCc1ccc(Cl)cc1Cl across the screens: -1.1 | -9.8 | -0.7 | -1.8 | i | 5.9 | 6.4 | -0.7 | 4.2
# Cc1cc(C#N)c(SCC(N)=O)nc1-c1ccc(F)cc1 across the screens: 7.2 | 2.0 | 1.0 | -2.4 | -0.5 | 12.5 | 0.9 | -0.9 | 0.7

# Screening results (PubChem)

# A portion of the library, so the mix of outcomes need not match the whole.
